NCOA3 inh – inhibits human SRC3 coactivator. Q9Y6Q9. HEK293 GAL4-SRC3 luciferase reporter, luminescence. inhibition, % at 3.6 µM. 360,000 tested, 0.17% active;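 active = inhibition above a per-campaign cutoff, the mean of all compounds plus 3 SD, cut at about 60% in these data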;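 also: 0% = DMSO-treated cells and 100% = gossypol-treated cells at 36 µM; higher means less SRC3-driven luciferase light from the GAL4 reporter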
TROY NFkB inh – TROY signaling inhibition | Q293 LMP1-TROYcd NF-kB luciferase reporter, 4 h | inhibition, % at 10 µM | 360,000 tested, 0.98% active;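 active = compounds whose plate-normalised and pattern-corrected inhibition of the luciferase reporter signal at the single screening dose is 50% or more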
NCOA2 inhibitor – human SRC2 (NCOA2) inhibition. 370,000 tested, 0.17% active. Q15596. HEK293 GAL4-SRC2 luciferase reporter, luminescence. inhibition, % at 9 µM;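 active = inhibition above the mean inhibition of all tested compounds plus 3 SD, set per campaign, cut at about 52% in these data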;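 also: 0% = DMSO treated cells and 100% = cells given Gossypol at 36 µM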
NR2F2 inh – NR2F2 (human) inhibition, primary screen; P24468; HEK293T NGFI-A luciferase reporter, luminescence; inhibition, % at 8.6 µM; 370,000 tested, 0.7% active;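 active = inhibition above a per-plate cutoff, mean inhibition of test wells between control levels plus 3 SD, cut at about 38% in these data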;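 also: cells cotransfected with COUP-TFII expression vector driving the NGFI-A reporter; 0% = median of COUP-TF2 test wells and 100% = reporter-only cells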
NR5A2 inv ag – inverse agonists of human LRH-1 (NR5A2). AID 602396. HEK293T StAR-luciferase reporter, LRH-1 transfected, 24 h. O00482. inhibition, % at 3.6 µM. 360,000 tested, 0.13% active;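 active = inhibition above the mean inhibition of all tested compounds plus 3 SD, cut at about 73% in these data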;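 also: 0% = DMSO wells and 100% = reporter-only cells lacking LRH-1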
NOD2 RIPK2 PPI – NOD2-RIPK2 protein interaction inhibition | O43353 | CHO BLA complementation NOD2-RIPK2, CCF4 ratio | inhibition, % at 4.98 µM | 360,000 tested, 0.38% active | AID 624267; in the data active = inhibition above about 21%;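 also: 0% = vehicle only and 100% = reference blocker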
ABHD5-PLIN5 inh – ABHD5-PLIN5 protein interaction inhibition. Split G. princeps luciferase complementation, luminescence, 4 h. inhibition, % at 4 µM. 360,000 tested, 0.78% active. AID 602281;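 active = inhibition above the mean inhibition across every tested compound plus 3 SD, cut at about 22% in these data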;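 also: 0% = DMSO only wells and the 100% control is not disclosed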
TWEAK-Fn14 inh – blocks TWEAK-Fn14 interaction in a reporter cell assay; TWEAK-stimulated Fn14 reporter cells, luciferase luminescence, 8 h; 360,000 tested, 2% active; AID 1159606; inhibition, % at 10 µM; in the data active = inhibition above about 50%
Exocytosis inh – blocks lytic granule exocytosis. AID 651702. TALL-104 LAMP-1 surface exposure, flow cytometry; cells stimulated with thapsigargin and PMA. inhibition, % at 10 µM. 360,000 tested, 0.66% active;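 active = inhibition above about 55%, limit read from the data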
TLR9-MyD88 inh – blocks human TLR9 binding to MyD88 | CHO BLA complementation TLR9-MyD88, CCF4 FRET ratio | inhibition, % at 4.98 µM | 340,000 tested, 0.21% active | AID 504734;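 active = inhibition above the mean over all tested compounds plus 3 SD, cut at about 21% in these data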;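 also: 0% = DMSO only wells and 100% = clavulanate BLA inhibitor control wells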
SRC1 inh – inhibits human SRC1 coactivator. 360,000 tested, 0.12% active. inhibition, % at 3.6 µM. HEK293 GAL4-SRC1 luciferase reporter, luminescence. Q15788;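 active = inhibition above the campaign mean plus 3 SD, with each screening campaign given its own cutoff, cut at about 60% in these data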;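 also: 0% = DMSO treated cells and 100% = gossypol at 36 µM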
Target sequence (Q15788 whole entry, looked up, the tested form may be a part): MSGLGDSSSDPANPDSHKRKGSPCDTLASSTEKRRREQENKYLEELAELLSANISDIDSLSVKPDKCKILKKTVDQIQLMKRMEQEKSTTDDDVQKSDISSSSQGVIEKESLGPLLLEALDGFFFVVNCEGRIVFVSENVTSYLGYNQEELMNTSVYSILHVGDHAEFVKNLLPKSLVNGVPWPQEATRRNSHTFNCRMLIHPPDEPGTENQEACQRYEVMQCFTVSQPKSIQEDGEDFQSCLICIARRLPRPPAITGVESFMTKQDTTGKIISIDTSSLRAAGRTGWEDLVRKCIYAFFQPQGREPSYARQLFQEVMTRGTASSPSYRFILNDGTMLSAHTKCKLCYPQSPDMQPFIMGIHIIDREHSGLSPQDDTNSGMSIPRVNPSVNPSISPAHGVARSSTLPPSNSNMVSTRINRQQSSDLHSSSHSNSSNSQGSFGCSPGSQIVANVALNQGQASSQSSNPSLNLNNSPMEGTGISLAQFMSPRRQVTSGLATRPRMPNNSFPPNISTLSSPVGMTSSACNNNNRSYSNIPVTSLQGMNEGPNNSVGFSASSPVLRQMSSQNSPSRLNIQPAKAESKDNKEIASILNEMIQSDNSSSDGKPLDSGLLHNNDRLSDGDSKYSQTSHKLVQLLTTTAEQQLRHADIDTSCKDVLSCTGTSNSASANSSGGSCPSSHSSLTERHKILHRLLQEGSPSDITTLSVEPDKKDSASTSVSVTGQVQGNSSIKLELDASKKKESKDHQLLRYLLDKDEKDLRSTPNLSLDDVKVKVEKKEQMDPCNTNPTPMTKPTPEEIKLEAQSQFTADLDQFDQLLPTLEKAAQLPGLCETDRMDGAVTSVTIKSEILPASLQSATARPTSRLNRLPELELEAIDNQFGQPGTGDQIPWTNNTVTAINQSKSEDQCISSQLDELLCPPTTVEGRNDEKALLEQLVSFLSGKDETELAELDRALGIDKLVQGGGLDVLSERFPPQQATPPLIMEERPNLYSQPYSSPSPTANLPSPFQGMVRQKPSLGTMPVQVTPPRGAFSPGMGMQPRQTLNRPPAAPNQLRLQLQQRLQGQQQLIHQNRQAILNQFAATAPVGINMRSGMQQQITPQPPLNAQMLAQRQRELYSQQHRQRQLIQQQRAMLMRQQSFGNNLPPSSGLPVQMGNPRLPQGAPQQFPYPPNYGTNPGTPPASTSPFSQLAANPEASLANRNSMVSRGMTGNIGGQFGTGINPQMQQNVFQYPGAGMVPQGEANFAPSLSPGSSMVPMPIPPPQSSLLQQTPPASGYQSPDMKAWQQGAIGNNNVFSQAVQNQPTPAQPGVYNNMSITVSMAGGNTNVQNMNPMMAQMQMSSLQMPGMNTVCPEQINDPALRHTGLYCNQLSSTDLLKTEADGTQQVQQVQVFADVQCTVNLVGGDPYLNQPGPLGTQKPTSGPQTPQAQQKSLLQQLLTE
Active calls of the source: *; / = no result given. Not all compounds are listed; the hit share may differ from the screen's.

item	molecule	NCOA3 inh	TROY NFkB inh	NCOA2 inhibitor	NR2F2 inh	NR5A2 inv ag	NOD2 RIPK2 PPI	ABHD5-PLIN5 inh	TWEAK-Fn14 inh	Exocytosis inh	TLR9-MyD88 inh	SRC1 inh
1	C=CCN(CC=C)S(=O)(=O)c1ccc(NC(=S)NC(=O)c2ccco2)cc1	14	23	-16	2	5	-5	2	8	-2	12	11
2	O=C(NCCc1ccccn1)c1ccc(OC(F)F)cc1	-78	-2	-58	-57	-134	-1	-6	39	2	2	-89
3	O=C1OCCC1Sc1nnc(-c2ccc(F)cc2)n1Cc1ccccc1 (stereo unspecified)	2	-11	-8	7	-7	8	-3	-21	3	13	-56
4	Cc1ccc(Cn2c(=O)c3ccccc3n3c(CCC(=O)O)nnc23)cc1	19	-5	-7	-29	6	-7	-1	15	3	4	3
5	COC(=O)c1cc(S(=O)(=O)NCCCN2CCCC2=O)cn1C	17	-18	14	-12	-4	-3	0	-4	-2	4	-2
6	COc1ccc2cc(/C=N/NC(=O)c3ccc(CN(c4ccc(C)c(C)c4)S(C)(=O)=O)cc3)c(Cl)nc2c1	24	5	-18	2	-22	5	3	-5	-2	4	25
7	O=C(COC(=O)c1ccc(OC(F)F)cc1)NCc1cccs1	9	-2	-12	-3	-2	-2	6	3	3	-1	-18
8	Cc1ccc(OCC(=O)N2CCN(c3nnc(-c4ccccc4)c4ccccc34)CC2)cc1	20	42	6	20	25	8	4	-2	1	-16	-8
9	Cc1cccc(-n2cc(-c3ccccc3)c3c(=O)[nH]cnc32)c1	13	-5	-18	1	1	-5	3	9	-5	-17	-4
10	O=C(CCC(=O)N1CCN(c2ccccn2)CC1)Nc1nnc(C2CCCCC2)s1	-11	0	-2	-9	-2	19	-1	-4	0	8	-2
11	COc1ccc(S(=O)(=O)N2CCC(C(=O)N[C@H](C(=O)NCc3ccccc3)C(C)C)CC2)cc1	14	-6	1	2	10	-10	6	-40	5	-1	11
12	CSc1cccc(N2CC(C(=O)N(Cc3nnc(-c4ccccc4Cl)o3)C3CC3)CC2=O)c1 (stereo unspecified)	13	-21	-23	-16	17	-10	11	-19	5	7	-31
13	COCCNC(=O)CN(C(=O)Cn1nnc2ccccc21)c1ccc(F)c(Cl)c1	6	7	-3	-3	-8	-5	2	-24	0	-2	4
14	CCOC(=O)C1=C(C)N=c2s/c(=C/c3ccc(OCC(=O)O)c(OC)c3)c(=O)n2C1c1ccc(Cl)cc1 (stereo unspecified)	2	-11	-18	15	2	5	4	-1	0	3	6
15	O=C1/C(=C\c2cccs2)N=C(c2cccs2)N1Nc1ccccc1	12	0	-7	11	-4	3	-4	8	5	5	2
16	Cc1ccc(S(=O)(=O)Oc2ccccc2/C=N/NC(N)=S)cc1	19	5	14	13	63	24*	-9	12	-4	-4	20
17	O=C(CSc1nc2ccccc2n1Cc1ccc(Cl)cc1)N/N=C/c1ccc(C(=O)O)cc1	15	12	-10	5	-10	0	-3	-4	-1	-9	11
18	CCOc1ccccc1NC(=O)Nc1ccccn1	-8	7	14	5	5	-8	4	10	-4	4	-16
19	CCOC(=O)CN=C(NS(=O)(=O)c1ccc(Cl)cc1)c1ccccc1	1	3	4	3	11	-3	2	6	-2	-3	-9
20	CCN(Cc1ccncc1)C(=O)c1cccc(S(=O)(=O)N2CCCCC2)c1	3	-4	8	-7	-14	9	8	8	-3	0	-5
21	Cc1c(C(=O)NCc2cccs2)oc2ccccc12	2	-33	-7	-12	-3	-5	0	-33	-1	-1	-23
22	COC(=O)c1noc(-c2ccc(OC)cc2)n1	17	-27	-14	11	15	-3	4	7	2	-3	1
23	CCOc1ccc(S(=O)(=O)Nc2ccc(C(=O)NCC(c3ccc(OC)cc3)N3CCOCC3)cc2)cc1 (stereo unspecified)	1	-5	-5	-3	-19	-1	-10	9	6	10	-9
24	C[C@H](CO)N1C[C@H](C)[C@H](CN(C)S(C)(=O)=O)OCc2ccccc2-c2c(n(C)c3ccccc23)C1=O	0	-6	-24	-8	12	-8	-2	8	-3	0	7
25	CN(C)CCCN1c2ccc([N+](=O)[O-])cc2CCc2cc([N+](=O)[O-])ccc21	5	-18	-47	-11	13	-8	15	-24	28	-6	-11
26	Nc1nc2ccc(O)cc2s1	-21	3	7	-8	-6	-3	0	12	0	-11	2
27	CCC(=O)NCCCCCCCCCNC(=O)CC	13	-13	-1	1	5	-1	-1	-8	-1	7	6
28	Nc1nc(Cl)cc(Sc2ccc3ccccc3c2)n1	7	-38	-2	-18	-8	12	-2	1	4	-5	-18
29	CCc1nc2ccc(C(=O)NCCc3ccccn3)cn2c1N(CC)CCOC	-1	-4	14	-5	6	13	8	-6	-1	/	12
30	O=[N+]([O-])c1cccc(Oc2ncccc2[N+](=O)[O-])c1	-4	4	-1	2	13	2	-2	2	0	7	-10
31	O=C(NCc1cccnc1)C(=O)NCC(c1ccco1)N1CCOCC1 (stereo unspecified)	2	-7	-15	-3	5	2	4	-3	-6	0	-21
32	COc1cc(F)cc(C2=CC(=O)C[C@H](c3ccc(F)cc3)C2)c1	6	-29	7	1	-15	-4	9	-24	1	2	5

An excerpt of these results, with one line to a screen:
21. Cc1c(C(=O)NCc2cccs2)oc2ccccc12
22. COC(=O)c1noc(-c2ccc(OC)cc2)n1
23. CCOc1ccc(S(=O)(=O)Nc2ccc(C(=O)NCC(c3ccc(OC)cc3)N3CCOCC3)cc2)cc1 (stereo unspecified)
24. C[C@H](CO)N1C[C@H](C)[C@H](CN(C)S(C)(=O)=O)OCc2ccccc2-c2c(n(C)c3ccccc23)C1=O
25. CN(C)CCCN1c2ccc([N+](=O)[O-])cc2CCc2cc([N+](=O)[O-])ccc21
26. Nc1nc2ccc(O)cc2s1
27. CCC(=O)NCCCCCCCCCNC(=O)CC
28. Nc1nc(Cl)cc(Sc2ccc3ccccc3c2)n1
29. CCc1nc2ccc(C(=O)NCCc3ccccn3)cn2c1N(CC)CCOC

Assay by compound | 21 | 22 | 23 | 24 | 25 | 26 | 27 | 28 | 29
NCOA3 inh | 2 | 17 | 1 | 0 | 5 | -21 | 13 | 7 | -1
TROY NFkB inh | -33 | -27 | -5 | -6 | -18 | 3 | -13 | -38 | -4
NCOA2 inhibitor | -7 | -14 | -5 | -24 | -47 | 7 | -1 | -2 | 14
NR2F2 inh | -12 | 11 | -3 | -8 | -11 | -8 | 1 | -18 | -5
NR5A2 inv ag | -3 | 15 | -19 | 12 | 13 | -6 | 5 | -8 | 6
NOD2 RIPK2 PPI | -5 | -3 | -1 | -8 | -8 | -3 | -1 | 12 | 13
ABHD5-PLIN5 inh | 0 | 4 | -10 | -2 | 15 | 0 | -1 | -2 | 8
TWEAK-Fn14 inh | -33 | 7 | 9 | 8 | -24 | 12 | -8 | 1 | -6
Exocytosis inh | -1 | 2 | 6 | -3 | 28 | 0 | -1 | 4 | -1
TLR9-MyD88 inh | -1 | -3 | 10 | 0 | -6 | -11 | 7 | -5 | /
SRC1 inh | -23 | 1 | -9 | 7 | -11 | 2 | 6 | -18 | 12

(listing goes on)
item	molecule	NCOA3 inh	TROY NFkB inh	NCOA2 inhibitor	NR2F2 inh	NR5A2 inv ag	NOD2 RIPK2 PPI	ABHD5-PLIN5 inh	TWEAK-Fn14 inh	Exocytosis inh	TLR9-MyD88 inh	SRC1 inh
33	O=C1CCC([N+](=O)[O-])C(c2cccc(Cl)c2Cl)N1 (stereo unspecified)	12	-12	-18	2	12	-2	-11	8	-1	7	-83
34	CN(Cc1nc2ccccc2[nH]1)Cc1nc(CC2CC2)no1	-5	-2	-3	11	-17	9	-5	-17	-3	10	-16
35	O=C(CNC(=S)NC(=O)c1cccs1)c1ccccc1	-55	-28	-34	-34	-26	5	-11	-9	-6	-1	-37
36	COC(=O)c1c(NC(=O)c2ccc(S(=O)(=O)N3CCOCC3)cc2)sc2c1CCN(C(C)C)C2	-1	-49	-37	12	-15	5	11	-36	5	-3	11
37	Cn1c(CCN2CCCCC2)nc2cc(NC(=O)NC3CCCCC3)ccc21	1	-13	5	-5	7	-4	15	-11	5	-1	3
38	COc1ccc(-n2c(N)c(C(=O)NCC3CCCO3)sc2=S)cc1 (stereo unspecified)	20	-27	-3	-10	-7	2	13	18	-2	3	20
39	COc1ccc(C(=O)Nc2cc3c4c(c2)C(C)C(=O)N4CCC3)cc1 (stereo unspecified)	-9	-21	-66	-29	-9	-5	1	-14	5	-13	-45
40	Cc1sc(-c2ccccn2)nc1OC(=O)c1ccc(Cl)cc1	7	58*	-4	0	9	-5	-3	28	-8	4	-6
41	O=C(NCc1ccccc1F)c1ccncc1	-7	-11	-14	-16	26	-3	-3	36	-10	-14	-1
42	Cc1nnc2n(Cc3ccccc3)c(=O)c3c4c(sc3n12)COC(C)(C)C4	-15	10	-9	-8	-17	3	6	-6	-1	-2	-26
43	CCC(C(=O)NCc1ccco1)N(C(=O)CNS(=O)(=O)c1ccccc1)c1ccc(OC)cc1 (stereo unspecified)	0	0	9	-1	10	3	-3	-1	-1	8	2
44	CC(Cc1ccccc1)NC(=O)C1CCCNC1=O (stereo unspecified)	16	8	-18	4	-2	-5	4	8	6	-4	9
45	Cc1ccc(N(C(=O)c2ccco2)C(C(=O)NC2CCCC2)c2ccco2)c(C)c1 (stereo unspecified)	-12	-2	-21	1	20	-3	-6	24	21	6	9
46	Cc1ccccc1OCCn1cc(C=O)c2ccccc21	19	16	26	20	-6	-3	2	13	14	-4	13
47	OCC1OC(Nc2ccccc2C=NO)C(O)C1O (stereo unspecified)	8	30	0	3	18	-15	-8	17	-1	-2	-20

Screens as filed in PubChem.
